RmlC RmlD mix: mixture blocks RmlC and RmlD coupled enzyme activity; RmlC/RmlD coupled enzyme inhibition, 384-well mixture HTS; inhibition, % at 5.5 µM; 0.39% of 110,000 active; AID 1532; in the data active means inhibition above about 30%, passing the limit was not always enough; further: strong numbers were not always called active
HIV RNase H inh: blocks HIV-1 RNase H cleavage of RNA/DNA duplex. RT-RNase H RNA/DNA duplex cleavage, fluorescence. inhibition, % at 10 µM. 1.9% of 65,000 active; in the data active means inhibition above about 50%
Starred values were filed as active, the others as inactive; nt = not tested or not shown. This is a subset, so the mix of outcomes need not match the whole.

Each structure is followed by: HIV RNase H inh | RmlC RmlD mix
CC(=O)N1CCc2cc(S(=O)(=O)NC(CC(C)C)C(=O)Nc3cc(C)ccn3)ccc21 (stereo unspecified)
  -2 | 8
CC(C)Cc1nnc(NC(=O)CSc2ncn[nH]2)s1
  -21 | 8
COCCn1c(SCC(=O)N2CC(=O)Nc3ccccc32)nnc1-c1ccoc1C
  nt | 11
CCn1c(COc2ccc(=O)n(-c3ccccc3)n2)nnc1SCc1cccc(OC)c1
  nt | -6
O=C1Nc2cc(Cl)c(Cl)cc2N(O)N1c1ccc(Cl)c(Cl)c1
  nt | -10
CCOc1cc(NS(=O)(=O)c2ccccc2)c(OCC)cc1NC(=O)c1ccco1
  nt | 21
O=C(CCS(=O)(=O)c1ccc(Br)s1)N1CCc2ccccc21
  -2 | 5
Cc1ccc(N(C(C)C(=O)Nc2ccc3c(c2)OCO3)S(C)(=O)=O)cc1 (stereo unspecified)
  0 | -14
CCOC(=O)c1ccc(CS(=O)c2ccc(Cl)cc2)o1 (stereo unspecified)
  -8 | 12
CCc1cc2cccc(C)c2nc1SCC(=O)NNC(=O)c1ccco1
  nt | -3
CCOC(=O)C1(Nc2nccs2)Sc2ccccc2NC1=O (stereo unspecified)
  2 | 4
CCCCNC(=O)C1CCN(Cc2ccccn2)CC1
  nt | -15
C/C(=C\C(=O)c1cccnc1)Nc1ccc(O)cc1
  nt | -8
O=C(c1cc2ccccc2c(=O)o1)N1CCCc2ccccc21
  -12 | 5
CC(C)(C)NC(=O)C(=O)N/N=C/c1cccs1
  nt | 7

Brought forward from above: four entries; new compounds follow.
Each structure is followed by: HIV RNase H inh | RmlC RmlD mix
CCCCNC(=O)C1CCN(Cc2ccccn2)CC1
  nt | -15
C/C(=C\C(=O)c1cccnc1)Nc1ccc(O)cc1
  nt | -8
O=C(c1cc2ccccc2c(=O)o1)N1CCCc2ccccc21
  -12 | 5
CC(C)(C)NC(=O)C(=O)N/N=C/c1cccs1
  nt | 7
Cc1ccc(NC(=O)CSc2nnc(Cn3cnc4ccccc43)o2)cc1
  -4 | 0
COc1ccc2[nH]c(=O)c(CN(Cc3cccs3)S(=O)(=O)c3cccc4nsnc34)cc2c1
  -3 | 1
Cc1ccc(C)c2[nH]c(=O)c(CCNC(=O)C(C)(C)C)cc12
  -19 | -7
CC(C)Cn1c(-c2ccccc2)nc2ccccc2c1=O
  nt | -10
CCn1c(SCC(=O)NCc2cccs2)nnc1-c1ccncc1
  3 | -9
O=S1(=O)C=C(N2CCCCC2)c2ccccc21
  -17 | 3
CCOC(=O)CSc1nc(N2CCOCC2)c2c(c1C#N)CC(C)(C)N(C)C2
  7 | 58
COC(=O)Cn1cccc1C(=O)c1ccccc1
  nt | 15
COc1ccc(Cl)cc1NC(=O)c1ccoc1C
  -63 | -10
COc1ccc(NC(=S)Nc2cccc([N+](=O)[O-])c2)cc1
  nt | -14
CCNC(=O)[C@H]1O[C@@H](n2cnc3c(N)ncnc32)[C@H](O)[C@@H]1O
  nt | 6
O=C(NCCOc1ccccc1)C1Nc2ccc(OC(F)(F)F)cc2C2C=CCC12 (stereo unspecified)
  nt | 5
Cc1ccc(-c2nnn(CC(=O)N(CC3CCCO3)C(C(=O)NC(C)(C)C)c3ccc(F)cc3)n2)o1 (stereo unspecified)
  6 | -8
Cc1ccc(S(=O)(=O)N2CCN(S(=O)(=O)c3ccccc3)C2c2ccc(N(C)C)cc2)cc1 (stereo unspecified)
  nt | 5
O=C(NCc1ccc(N2CCCC2=O)cc1)Nc1cccc2ccccc12
  nt | -14
CCOc1ccc(N2CC(C(=O)Nc3ccc(S(=O)(=O)Nc4ncccn4)cc3)CC2=O)cc1 (stereo unspecified)
  nt | 0
CCN1C=CC(=C2C(=O)c3ccccc3C2=O)C=C1
  -12 | 12
O=C(O)CCC(=O)CCC(=O)c1ccccc1
  -12 | -24
C=CCn1c(CCNC(=O)c2cccs2)nnc1SCC(=O)c1ccc(Br)cc1
  nt | 72
CC(C)C12CN3CC(C(C)C)(CN(C1)C3c1cccnc1)C2=O (stereo unspecified)
  nt | -7
c1ccc(-c2nc(-c3ccncc3)no2)cc1
  -35 | 20
Cn1c(=O)[nH]c(=O)c2c1nc(N1CCOCC1)n2CCSc1nc2ccccc2[nH]1
  nt | 7
CCOC(=O)c1oc2nc(CC(C)C)c3c(c2c1N)CCC3
  nt | -58
NC(=O)[C@@H]1CCCNc2c(I)cc([N+](=O)[O-])cc2C(=O)N[C@@H](CCCN=C(N)N)C(=O)N[C@@H](CCCN=C(N)N)C(=O)N1
  nt | -6
CCOc1ccccc1C(=O)Nc1nnc(CC)s1
  -22 | -16
Cc1ccc(N2CCN(C(=O)c3ccccc3Br)CC2)c(C)c1
  22 | -6
O=C(CN1CCOCC1)Nc1ccc(S(=O)(=O)NC2CCCCC2)cc1
  -2 | 10
Cn1c(=O)c2c(nc(NCc3ccco3)n2Cc2ccc(Cl)cc2Cl)n(C)c1=O
  1 | 7
COc1ccc(C2OC34CCCCC3C(C#N)(C#N)C2(C#N)C(=N)O4)cc1 (stereo unspecified)
  nt | 64*
CS(=O)(=O)Nc1cccc(C(=O)CC2(O)C(=O)Nc3ccc(Br)cc32)c1 (stereo unspecified)
  -1 | -12
Nc1cc(N)c(OCC(F)(F)F)cc1OCC(F)(F)F
  -1 | -4
Cc1nn(Cc2ccccc2)c(C)c1C(=O)OCC(=O)c1cc(C)n(C2CC2)c1C
  -40 | 14
CC(=O)OCC(=O)[C@@]1(O)CC[C@H]2[C@@H]3CCC4=CC(=O)C=C[C@]4(C)[C@@]3(Cl)[C@@H](Cl)C[C@@]21C
  1 | 8
Cc1ccc(S(=O)(=O)NCC2CCC(C(=O)NCc3ccc4c(c3)OCO4)CC2)cc1 (stereo unspecified)
  nt | -9
O=C(NCCCN1CCOCC1)c1ccc(CS(=O)(=O)c2cccc(C(F)(F)F)c2)o1
  -1 | -10
Cc1c(C(=O)NCc2ccccc2Cl)oc2c1C(=O)CCC2
  -30 | -8
O=C(CSc1ccc2nnc(-c3ccc(Cl)cc3)n2n1)N1CCCC1
  16 | 9
COc1ccc2c(c1)C1NC(=S)NC(C)(O2)C1C(=O)Nc1ccccc1C (stereo unspecified)
  nt | -11
Cn1sc(NC(=O)c2ccccc2Cl)nc1=O
  nt | 9
O=C(CCSCc1ccccc1Cl)N1CCN(c2cccc(Cl)c2)CC1
  nt | -6
Cn1nc(Cc2cccc3ccccc23)c(C#N)c1N
  nt | -3
COc1ccc(-c2cc(CNC(=O)CN3CCN(C)CC3)on2)cc1
  nt | 10
Cc1occc1C(=O)Nc1c(F)c(F)c(F)c(F)c1F
  nt | -16
Cc1cc(O)cc(O)c1C(=O)Cc1cnn(-c2ccccc2)c1
  nt | 3
Cc1ccccc1-n1c(C)cc(/C=C2\NC(=O)NC2=O)c1C
  nt | 13
C=CCn1c(CCNC(=O)c2ccc(Cl)c(Cl)c2)nnc1SCCOc1ccc(OC)cc1
  nt | -6
O=C(Nc1nnc(/N=C/c2ccco2)s1)c1ccc(F)cc1
  -11 | -6
Cc1ccc2nc3c(cc(C(=O)NCC4CCCO4)n3C)c(=O)n2c1 (stereo unspecified)
  2 | 103*
CCC(=O)c1ccc(OC(=O)c2cccs2)cc1
  nt | 5
CCN(CC)CCOc1ccc2nc(N(C)C)sc2c1
  nt | -14
Clc1ccc(-c2nnc(Sc3nc4ccccc4o3)c3ccccc23)cc1
  nt | 6
Cc1cc2ccccc2c(=O)n1CC(=O)NCC1COc2ccccc2O1 (stereo unspecified)
  -9 | -42
Cc1occc1-c1nnc(SCC(=O)Nc2ccccc2N2CCCCC2)n1C
  2 | 8
CN(C)/C=C1/Nc2ccccc2C1=O
  2 | 6
O=c1cc(N2CCCCCC2)[nH]c(=O)n1-c1ccc(Cl)cc1
  nt | -9
CSc1ccc(C(C(C(=O)c2cccs2)N2CCOCC2)N2CCOCC2)cc1 (stereo unspecified)
  -11 | -10
O=C(Cn1nc(-c2ccc(Cl)cc2)ccc1=O)NCCN1CCOCC1
  -9 | -10
O=C(NCc1ccco1)C1CC(=O)N(CCc2ccccc2)C1 (stereo unspecified)
  -7 | -8
CCOC(=O)c1cc(C(=O)c2cccs2)n2ccc(C(C)=O)cc12
  nt | -5
CCN1C[C@]2(COC)CC[C@H](O)[C@@]34C5C[C@@H]6[C@@H](OC)C[C@@](O)(C5[C@H]6O)[C@](O)([C@@H](OC)C23)[C@@H]14 (stereo partly specified)
  nt | 6

A stretch of the results above:
Each structure is followed by: HIV RNase H inh | RmlC RmlD mix
CSc1ccc(C(C(C(=O)c2cccs2)N2CCOCC2)N2CCOCC2)cc1 (stereo unspecified)
  -11 | -10
O=C(Cn1nc(-c2ccc(Cl)cc2)ccc1=O)NCCN1CCOCC1
  -9 | -10
O=C(NCc1ccco1)C1CC(=O)N(CCc2ccccc2)C1 (stereo unspecified)
  -7 | -8

Following part.
Each structure is followed by: HIV RNase H inh | RmlC RmlD mix
CN(CC(=O)NCCN1CCN(c2ccccc2)CC1)S(=O)(=O)c1ccc2c(c1)CCC(=O)N2
  nt | 8
O=C(NC1CCCc2ccccc21)C1CCCN(S(=O)(=O)c2cnc[nH]2)C1 (stereo unspecified)
  -16 | -11
CCOC(=O)c1ccccc1NS(=O)(=O)c1ccc(OCC)cc1
  nt | 6
C=C(C)COc1ccc(-c2nc(N)nc(C)c2Oc2ccccc2OC)c(O)c1
  -5 | -1
N#Cc1ccc(NC(=O)COC(=O)CNC(=O)C2CCCCC2)cc1
  nt | 5
COc1cc(-c2ccc(=O)[nH]n2)ccc1OC(F)F
  nt | -15
COc1ccc(-c2nnn(CC(=O)N(Cc3ccccc3Cl)C(C(=O)NCC3CCCO3)c3ccco3)n2)cc1 (stereo unspecified)
  nt | -68
CCC(=O)Nc1cc(=O)[nH]c2ncnn12
  1 | 13
COc1ccc(N=Nc2cnc(C)nc2-c2ccccc2)cc1
  nt | 11
Cc1nn(Cc2c(Cl)cccc2Cl)c(Cl)c1/C=C/C(=O)OCC(=O)NCC(F)(F)F
  nt | 5
CCOc1ccc2nc(NS(=O)(=O)c3ccc4c(c3)n(C)c(=O)n4C)sc2c1
  -39 | nt
COC(CNC(=O)c1ccc2c(c1)nc(C)n2-c1ccc(F)c(F)c1)OC
  nt | 21
N#Cc1nc(COc2ccc(Cl)cc2Cl)oc1N1CCN(c2ccccc2)CC1
  -1 | -16
Cc1cc(C)c2c(CC(=O)O)coc2c1
  -10 | nt
C#CCOCCOCCOCCNc1nc(N2CCN(C(=O)[C@H]([C@@H](C)CC)n3cc(CCCCN)nn3)CC2)nc(N2CCN(C(=O)[C@H](C)n3cc(CCC(=O)O)nn3)CC2)n1
  nt | 5
Cc1ccc(C)c(-n2ccnc2SCC(=O)O)c1
  nt | -14
Cc1ccc(C(=O)COc2ccccc2C(=O)Nc2ccccc2)cc1
  nt | -7
Cc1cc(OCc2nc(-c3cccnc3)no2)c(C)cc1Br
  3 | -1
O=C(Cn1cnc2scc(-c3ccccc3)c2c1=O)N1CCOCC1
  7 | 31
O=Cc1cn(-c2ccccc2)nc1-c1cc2ccccc2oc1=O
  nt | 16
O=C(CSc1nnnn1C1CCCC1)NCc1ccccc1
  nt | -27
Cc1nn(-c2ccccc2)c2sc(C(=O)c3c(N)n(C)c(=O)n(C)c3=O)cc12
  1 | 20
COc1ccc(S(=O)(=O)N2CCCC(C(=O)Nc3ccc(NC(=O)c4ccccn4)cc3)C2)cc1 (stereo unspecified)
  -10 | 1
CN(c1ccc(C(=O)NCCSCc2ccccc2)cc1)S(=O)(=O)c1ccccc1
  nt | -15
COC(=O)C1C(=O)c2c([nH]c(C(=O)OC3CCCC3C)c2C)CC1C (stereo unspecified)
  -9 | -10
CCOc1ccc(NC(=O)CN(c2ccc(OC)cc2)S(C)(=O)=O)cc1
  -7 | 9
COc1ccccc1CC(=O)Nc1ccc(OC)c(OC)c1
  -8 | nt
CCCc1nc2ccccc2c(=O)n1/N=C/c1ccc(O)cc1
  -10 | 5
COc1ccc(OC)c(NC2c3ccccc3C(=O)N2Cc2ccc3c(c2)OCO3)c1 (stereo unspecified)
  33 | 5
CC(=O)N(Cc1cc(=O)[nH]c2ccccc12)c1ccccc1
  -4 | -8
CCCNc1nc(C)nc2c1cnn2CCc1ccccc1
  nt | 6
CC1(C)CC(=O)C(N=Nc2ccc3ncsc3c2)=C(O)C1
  nt | 12
O=C(O)CCc1ccc(-c2ccc(F)cc2)n1NC(=O)c1ccco1
  0 | 5
CC(=O)C1C(=O)CC(C)(O)C(C(C)=O)C1c1ccc(N(C)C)cc1 (stereo unspecified)
  17 | 21
CCn1c(-c2ccc3[nH]c(C)c(C)c3c2)n[nH]c1=S
  -4 | 12
COc1ccc(-c2noc(COc3ccc(C)c(C)c3)n2)cc1OC
  -9 | 1
C=C1CCN([C@H](C(=O)OCc2cccc(C)c2)C(C)C)S(=O)(=O)c2ccccc21
  nt | 7
Cc1nn(Cc2c(Cl)cccc2Cl)c(C)c1N
  nt | -15
Cc1cc(C(=O)CN2C(=O)NC(c3ccccc3)(c3ccccc3)C2=O)c(C)n1Cc1ccccc1
  nt | 2
COc1ccccc1NC(=O)Cc1csc(NC(=S)Nc2ccc(C)cc2)n1
  nt | 9
COc1cccc(C2CC(c3cccs3)Nc3ncnn32)c1 (stereo unspecified)
  -9 | nt
CCc1ccc(OCC(=O)N(C)CCC#N)c(Br)c1
  -23 | -6
Cc1nnc(N2C(=O)c3cccc4cccc(c34)C2=O)s1
  nt | -9
